PG9 binder = small molecules binding HIV-1 gp120 antibody PG9 | TR-FRET gp120-PG9 antibody binding | inhibition, % at 6.7 µM | 0.43% of 360,000 active | AID 624416; in the data active means inhibition above about 8.5%
NR1D1 modulator = modulates human Rev-erb alpha binding to DNA; P20393; Rev-erbα–FITC-DNA binding, fluorescence polarization, 90 min; activity, % at 10 µM; 0.79% of 370,000 active;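 active means activity above about 14%, limit read from the data; passing the limit was not always enough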;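 further: 0% = DMSO wells with 35 nM protein and 100% = DMSO wells with 750 nM protein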
SIAE primary = human SIAE inhibition, primary screen; Q9HAT2; SIAE FP-Rh probe binding, fluorescence polarization; inhibition, % at 9.66 µM; 0.69% of 370,000 active;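 active means inhibition above a cutoff: mean of compounds within the control limits plus 3 SD of those, cut at about 17% in these data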;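 further: 0% = plate median of compound wells and 100% = probe without SIAE protein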
HTRA1 inhibitor = HTRA1 (human) protease inhibition; recombinant HTRA1, FP-rhodamine activity-based probe, fluorescence polarization; inhibition, % at 5.96 µM; 0.5% of 340,000 active; AID 504803; in the data active means inhibition above about 36%;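 further: 0% = enzyme with DMSO and 100% = wells lacking enzyme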
Target sequence (Q92743 whole entry, looked up): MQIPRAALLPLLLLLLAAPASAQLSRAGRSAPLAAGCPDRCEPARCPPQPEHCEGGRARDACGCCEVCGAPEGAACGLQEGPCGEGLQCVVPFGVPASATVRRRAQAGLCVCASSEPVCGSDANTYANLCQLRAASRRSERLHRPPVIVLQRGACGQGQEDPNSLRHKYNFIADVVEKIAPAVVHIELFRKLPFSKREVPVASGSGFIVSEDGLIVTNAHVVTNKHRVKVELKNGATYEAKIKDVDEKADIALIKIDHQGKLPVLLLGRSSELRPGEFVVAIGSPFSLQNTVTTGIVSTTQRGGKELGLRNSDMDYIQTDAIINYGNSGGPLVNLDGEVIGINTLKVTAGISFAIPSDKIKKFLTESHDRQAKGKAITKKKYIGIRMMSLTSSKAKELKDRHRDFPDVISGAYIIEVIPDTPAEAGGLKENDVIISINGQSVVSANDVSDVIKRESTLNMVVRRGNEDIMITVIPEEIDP
ABHD4 inh = inhibitors of mouse ABHD4; purified mABHD4, FP-Rh probe fluorescence polarization; AID 720543; inhibition, % at 8.92 µM; 0.54% of 370,000 active; Q8VD66;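 active means inhibition exceeding the mean over every tested compound plus 3 SD, cut at about 30% in these data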;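 further: 0% = plate median of compound wells and 100% = S159A mutant with DMSO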
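Test system: mABHD4 protein; Read-out basis: % inhibition; Incubation: 45 min + 60 min at 25 °C; Repeats: single replicate; Technique: fluorescence polarization with parallel and perpendicular emission, 525/598 nm; Compound: 8.92 µM, single dose; Benchmarks: full inhibition S159A mutant plus DMSO, zero as sample-well median.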
TDP2 absorb = TDP2 (human) inhibition, absorbance primary screen | O95551 | recombinant TDP2, T5PNP hydrolysis, p-nitrophenol absorbance 415 nm | inhibition, % at 12.8 µM | 0.34% of 370,000 active | AID 720702;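 active means inhibition above the mean of all tested compounds plus 3 SD, set per campaign, cut at about 25% in these data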;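 further: 0% = DMSO with enzyme and 100% = buffer with substrate but no TDP2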
Target sequence (O95551 whole entry, looked up): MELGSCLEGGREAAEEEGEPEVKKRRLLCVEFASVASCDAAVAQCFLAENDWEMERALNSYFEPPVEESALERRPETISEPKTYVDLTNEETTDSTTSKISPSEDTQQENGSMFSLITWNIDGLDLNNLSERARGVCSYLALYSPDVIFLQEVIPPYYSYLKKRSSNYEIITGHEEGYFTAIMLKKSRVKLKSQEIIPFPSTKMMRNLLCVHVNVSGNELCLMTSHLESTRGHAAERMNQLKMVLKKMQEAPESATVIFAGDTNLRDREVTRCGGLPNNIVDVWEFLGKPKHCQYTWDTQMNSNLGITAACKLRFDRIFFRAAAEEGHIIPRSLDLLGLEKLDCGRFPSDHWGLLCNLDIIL
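test system = human TDP2 enzyme | input = TDP2 enzyme at 120 nM final | medium = 50 mM Tris-HCl pH 7.5 with Mg2+, KCl, DTT, BSA | also added = T5PNP substrate, 5 mM | times = 2 h at 37 °C | technique = epi absorbance | benchmarks = high control without enzyme, low control DMSO plus TDP2 | replication = each compound tested once, singlicate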
LEDGF integ inh = blocks HIV-1 LEDGF/p75-dependent DNA integration. inhibition, % at 3.7 µM. TR-FRET IN-LEDGF/p75 DNA integration, Eu/Cy5. 0.64% of 370,000 active;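 active means inhibition above the screen-wide mean plus 3 SD, cut at about 13% in these data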;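 further: signal is the Cy5 over europium emission ratio at 671 and 618 nm; 0% = plate median of compound wells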
PRMT1 inh = blocks human protein arginine methyltransferase 1; recombinant PRMT1, activity-based probe fluorescence polarization; inhibition, % at 2.79 µM; 1.3% of 370,000 active; AID 652257;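 active means inhibition above about 21% made by adding two undisclosed values, limit read from the data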
TCR CD3 inh = human TCR-CD3 binding inhibition; TAMRA-labeled TCR probe fluorescence, biochemical; inhibition, % at 9.4 µM; 0.37% of 360,000 active; AID 651800; in the data active means inhibition above about 19%;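 further: recombinant mutant TCR 2C K166C tagged with TAMRA read by polarization; 0% = receptor in buffer alone and 100% = receptor with positive control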
rCAG RNA binder = r(CAG) repeat RNA binding; TO-PRO-1 dye displacement fluorescence; inhibition, % at 3 µM; 1.3% of 370,000 active; AID 651821;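 active means inhibition above the plate cutoff, the mean of all test compounds on that plate plus 3 SD, cut at about 35% in these data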;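 further: 0% = DMSO alone and 100% = 100 µM mitoxantrone as full dye displacement; higher means more dye released from RNA so lower well fluorescence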
* marks the source's active call; other numbers are inactive results; x = not tested or not shown. An excerpt. The share of hits here may be higher or lower than overall.

molecule | PG9 binder | NR1D1 modulator | SIAE primary | HTRA1 inhibitor | ABHD4 inh | TDP2 absorb | LEDGF integ inh | PRMT1 inh | TCR CD3 inh | rCAG RNA binder
CN(C)C(CNC(=O)CSc1nnc(-c2ccco2)o1)c1ccccc1 (stereo unspecified) | -1.4 | -2.0 | -7.8 | 0.1 | -4.5 | -4.5 | 2.0 | -2.2 | -2.6 | -5.1
COc1cccc(/C=N/Nc2cc(C)nc(-c3ccccc3O)n2)c1O | 1.4 | -3.4 | 18.5* | -24.9 | 1.3 | -23.6 | -2.7 | -1.2 | -3.4 | 15.0
CCN(CCCNC(=O)Cn1ncc2c([nH]c3ccc(C)cc32)c1=O)Cc1ccccc1 | 1.7 | -0.6 | -4.6 | -0.8 | -0.6 | -17.5 | -4.2 | -3.2 | -3.1 | -1.6
N/C(=N\OC(=O)Cc1ccccc1[N+](=O)[O-])c1ccc(Br)cc1 | 1.2 | 1.0 | 4.5 | -18.7 | -11.5 | -4.2 | 1.3 | -1.7 | -3.2 | -0.4
COC(C(=O)Nc1ccc(S(=O)(=O)N2CCCCC2)cc1)c1ccccc1 (stereo unspecified) | 0.7 | 5.4 | -5.6 | -3.0 | -3.2 | 5.6 | -3.1 | -0.9 | -4.7 | -6.8
O=C(CCC(=O)OCC(F)(F)C(F)F)Nc1ccc(Cl)cc1 | -2.6 | 1.1 | 17.5* | 1.8 | -3.0 | -8.6 | -1.5 | -1.2 | 2.5 | -1.3
COC(=O)Cc1[nH]n(-c2ccccc2)c(=O)c1C=Nc1ccc(C)cc1 | -0.8 | -4.7 | 7.7 | -4.5 | -0.3 | -8.2 | -4.9 | 1.4 | 7.9 | 0.1
COc1c(-c2ccc(O)cc2)oc2cc(O)cc(O)c2c1=O | 0.3 | -11.8 | 5.8 | 5.9 | -2.1 | -9.5 | 15.4* | 1.1 | 31.9* | 12.8
CCCCNC(=O)C1c2cc(OC)c(OC)cc2C(=O)N(C)C1c1cccs1 (stereo unspecified) | -0.4 | 0.8 | -7.1 | 1.1 | -5.1 | -1.8 | 3.3 | -3.3 | 3.3 | -5.3
O=C(CN1C(=O)NC2(CCc3ccccc32)C1=O)NCc1ccc(Cl)cc1 (stereo unspecified) | -1.4 | 1.6 | -2.4 | -3.3 | -1.1 | -7.2 | 3.1 | -2.5 | -8.9 | -1.7
Cc1cc(S(=O)(=O)NCC2CCCO2)c(C)cc1Br (stereo unspecified) | -1.1 | -2.2 | -5.2 | 2.1 | -2.9 | 5.4 | -2.2 | -4.0 | -4.6 | -2.1
CCCCCCn1c(=O)n2n(c1=O)C[C@]1(OC(=O)NCc3ccc(OC)c(OC)c3)CN(S(=O)(=O)c3ccc(C)cc3)C[C@]1(O)C2 | -0.6 | 5.4 | -9.6 | -24.6 | -9.0 | -2.9 | -1.9 | -2.6 | 6.6 | 3.9
CC(NC(=O)COc1ccccc1)C(=O)OCC(=O)c1cc2ccccc2o1 (stereo unspecified) | 0.9 | -4.4 | 3.3 | -5.5 | -6.4 | 1.4 | 1.1 | 2.2 | 1.5 | 5.2
CCc1nc2ccc(C(=O)NCCCn3ccnc3)cn2c1N(C)CCC(C)C | 0.0 | 0.5 | -1.4 | x | 3.3 | 1.1 | 1.0 | 0.6 | 0.5 | -0.4
COc1ccc(NC(=O)CSc2nc(O)cc(=O)[nH]2)c(OC)c1 | -0.3 | -3.9 | 8.0 | 9.2 | -2.0 | 6.0 | 0.5 | 15.6 | -6.4 | 47.4*
COc1ccccc1C(=O)Nc1ccc(S(=O)(=O)NC2=NCCCCC2)cc1 | -0.1 | -0.4 | 13.5 | 1.8 | -1.8 | 1.0 | 3.2 | -5.6 | 7.2 | -1.6
COC(=O)c1cc(CNC(=O)c2ccc(O)c(Cl)c2)ccc1OC | -2.9 | -1.8 | -2.9 | -0.3 | 3.9 | 5.1 | -4.4 | -1.0 | 4.7 | 3.6
Cc1c(Cl)cccc1NC(=S)N(C)CCC#N | 0.6 | 0.3 | -4.0 | 5.8 | 1.9 | -3.1 | -1.7 | 3.9 | -5.5 | 0.3
Cc1ccc(C(=O)OCC(=O)NCc2cccs2)s1 | 0.2 | 7.5 | 1.4 | -4.9 | 2.4 | 11.7 | -0.5 | -0.8 | 0.2 | -0.5
COc1ccc(/C=C2\SC(=S)N(N3C(=O)CCC3=O)C2=O)cc1O | -6.3 | -3.4 | 1.1 | 2.3 | 4.6 | 2.8 | -5.0 | 49.2* | -1.5 | 13.8
CC(=O)Nc1ccc(SCC(=O)OCC(=O)NC(=O)NCc2ccco2)cc1 | -1.6 | -4.6 | -0.8 | -3.3 | 8.1 | -9.0 | -0.3 | -1.5 | 8.8 | 1.7
O=C(NNC(=O)c1ccc(Cl)s1)c1csc(N2CCOCC2)n1 | -1.6 | 0.8 | 1.2 | -0.2 | 8.0 | -5.9 | -0.4 | -10.0 | 10.7 | 5.0
Cc1ccc(C(=O)NC(=C(Cl)Cl)S(=O)(=O)c2ccccc2)cc1 | -2.1 | -0.8 | 0.6 | -5.9 | 1.0 | -2.4 | 4.0 | 0.8 | -2.6 | 0.3
CN1/C(=C\C(=O)Nc2cccc(Cl)c2)C(C)(C)c2ccccc21 | 1.0 | 3.3 | -0.8 | 3.6 | -25.0 | -1.4 | 1.6 | 0.2 | -1.8 | 4.2
CCCCCCCCN1CC(Cc2cc3ccccc3c3ccccc23)N(c2ccccc2)c2ccccc2C1=O (stereo unspecified) | 0.1 | 2.0 | -3.8 | x | -4.9 | 12.1 | 5.4 | -2.5 | 2.8 | 4.4
O=C(Nc1nc2ccccc2s1)C1CCCN1S(=O)(=O)c1ccc(Cl)cc1 (stereo unspecified) | 0.3 | 1.5 | -6.2 | -17.8 | -17.0 | -20.1 | -0.3 | -0.8 | -4.5 | 6.9
COc1ccc(C2CC(=O)C(C=NCC(C)C)=C(O)C2)cc1 (stereo unspecified) | -0.7 | 0.4 | 7.9 | 4.8 | 3.4 | 7.4 | 5.5 | -5.5 | 0.4 | -7.4
OCCOCCOc1cccc2[nH]ccc12 | 0.2 | 1.4 | 1.6 | -6.0 | 1.2 | 0.6 | 0.2 | 3.2 | -4.3 | -1.1
Cc1ccc(-c2nc(-c3ccccn3)no2)cc1Cl | -0.1 | -0.7 | 1.0 | -11.7 | -4.8 | 3.4 | -2.0 | 0.5 | 7.6 | -0.8
CCN(C[C@H]1N[C@@](C)(C(=O)OC)[C@H]2C(=O)N(C)C(=O)[C@@H]12)S(=O)(=O)c1ccc(C)cc1 | 0.2 | -2.9 | -3.7 | 1.5 | 1.0 | -6.6 | 34.5* | 1.6 | 2.8 | 1.7
CCN(CC)S(=O)(=O)c1cc(NC(=O)c2ccc(Br)s2)ccc1C | -1.3 | 1.4 | -29.1 | -38.2 | -26.1 | 6.3 | -2.9 | -1.9 | 3.9 | 5.9
CC(C)(C)N1CC(c2nc3ccccc3n2Cc2ccccc2)CC1=O (stereo unspecified) | -1.3 | -4.0 | -2.2 | 1.4 | -5.5 | -2.5 | -0.3 | -0.8 | -0.8 | -7.5
COc1ccc(N(CC(=O)NC2CCCC2)C(=O)Cn2nnc(-c3ccc(C)o3)n2)c(OC)c1 | 0.0 | -2.9 | 2.2 | -4.3 | 7.2 | -1.8 | -0.9 | -1.7 | 1.5 | -1.4
CCOc1cccc(NC(=O)Cc2cccs2)c1 | 0.2 | 4.3 | 4.2 | -0.6 | 4.5 | 15.6 | 3.1 | 1.2 | 1.1 | 0.0
CCOC(=O)C(N)CSC1CC(=O)N(c2ccc(OCC)cc2)C1=O (stereo unspecified) | -1.9 | -5.1 | 5.4 | -2.1 | -9.6 | 3.5 | 6.5 | 18.4 | 3.9 | -4.1
CCOc1ccccc1N(CC(=O)NCC1CCCO1)C(=O)CCC(=O)Nc1cc(C)on1 (stereo unspecified) | 2.4 | -1.1 | 3.3 | -1.1 | -7.7 | 5.2 | -0.1 | 4.2 | -1.6 | -2.4
Cn1cccc1-c1nc2ccc(NC(=O)c3ccco3)cc2[nH]1 | -6.0 | 5.3 | -6.4 | -1.2 | -4.0 | -3.4 | -1.6 | -2.6 | -0.7 | 5.7
O=C(N/N=C\c1ccc(Oc2ccccc2)cc1)c1csnn1 | -0.8 | -0.5 | 1.8 | -3.1 | 11.4 | -1.5 | -5.4 | 10.7 | -1.7 | 3.6
CCC(=O)N1CCC1(C)C(=O)Nc1ccc(OC)c(OC)c1 (stereo unspecified) | 0.2 | -2.3 | 2.8 | x | 4.3 | -3.3 | 0.5 | 1.0 | -6.8 | 1.7
COC(=O)c1c(NC(=O)c2ccc(C)cc2)csc1C | -2.5 | -4.3 | -2.8 | -18.4 | 0.6 | 6.9 | -5.8 | -1.0 | 1.9 | 2.1
Nn1cnc2scc(-c3ccco3)c2c1=O | -0.7 | 2.6 | 3.5 | -1.2 | -2.9 | 6.8 | 0.5 | 2.7 | 6.2 | 0.4
COc1ccc2oc(C(=O)Nc3nc(C)cs3)c(C)c2c1 | 8.8* | 1.8 | 0.0 | -29.5 | -1.7 | -4.1 | -8.6 | 3.2 | -4.1 | 8.9
CC(C)c1nc(CNC(=O)CC2C(=O)NCCN2Cc2cccc(F)c2F)cs1 (stereo unspecified) | -1.5 | -5.3 | -1.1 | -4.9 | 4.7 | -1.6 | -4.8 | 2.1 | 9.3 | -6.2
CCc1nnc(NS(=O)(=O)c2ccc(NC(=S)NC(=O)/C=C/c3cccs3)cc2)s1 | -2.2 | 3.3 | -34.5 | x | -63.4 | -7.6 | 0.2 | -1.8 | -0.5 | 83.9*
COc1cccc(NC(=O)C(OC(=O)c2ccccc2NS(=O)(=O)c2cccs2)c2ccccc2)c1 (stereo unspecified) | -0.9 | 5.0 | -122.2 | -69.3 | -102.0 | -2.2 | -3.5 | 1.1 | -3.2 | 32.5
O=C(COc1ccccc1Br)c1ccc2c(c1)OCO2 | 2.3 | -0.9 | 9.7 | -12.6 | -2.1 | -4.3 | -3.6 | 4.6 | -0.6 | -3.1
O=C(CC1SC(=Nc2ccccc2)N(CCc2c[nH]c3ccccc23)C1=O)Nc1ccccc1F (stereo unspecified) | -3.6 | 5.7 | -10.5 | -26.8 | -27.0 | -9.8 | -3.0 | 3.4 | 7.7 | 9.0

Single records, as listed above.
Record of CN(C)C(CNC(=O)CSc1nnc(-c2ccco2)o1)c1ccccc1 (stereo unspecified) = PG9 binder: -1.4; NR1D1 modulator: -2.0; SIAE primary: -7.8; HTRA1 inhibitor: 0.1; ABHD4 inh: -4.5; TDP2 absorb: -4.5; LEDGF integ inh: 2.0; PRMT1 inh: -2.2; TCR CD3 inh: -2.6; rCAG RNA binder: -5.1
Record of CCCCCCCCN1CC(Cc2cc3ccccc3c3ccccc23)N(c2ccccc2)c2ccccc2C1=O (stereo unspecified) = PG9 binder: 0.1; NR1D1 modulator: 2.0; SIAE primary: -3.8; HTRA1 inhibitor: x; ABHD4 inh: -4.9; TDP2 absorb: 12.1; LEDGF integ inh: 5.4; PRMT1 inh: -2.5; TCR CD3 inh: 2.8; rCAG RNA binder: 4.4
